# Myeloid diff 2: induction of myeloid progenitor differentiation, primary screen, cell-based, flow cytometry, MLPCN library | ER-HoxA9 myeloid progenitors, lysozyme-GFP differentiation | AID 624256, 2012 | calls only at 10 µM | 360,000 tested, 1% active;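 active = normalized GFP-positive differentiation at or above the plate's own cutoff, the solvent-only control mean plus 3 SD; inconclusive = no clear call, values can overlap the other calls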;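 also: cells exposed to compound for four days before flow analysis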
# Myeloid diff 2 GFP+ MAC1+ %: further read-out of Myeloid diff 2, marked with its call; GFP+ MAC1+ double positive, %; measured here: differentiation confirmed by MAC1 staining
# * marks the source's active call; other numbers are inactive results; i = inactive; ? = inconclusive; nt = not tested or not shown; + = active, no number.
structure,Myeloid diff 2,Myeloid diff 2 GFP+ MAC1+ %
CCCCCNC(=O)C(c1ccccc1F)n1c(=O)c(-c2ccco2)nc2ccccc21 (stereo unspecified),i,3.5
COCCCn1cc(CN2CC(N3CCN(C)CC3)CS2(=O)=O)nn1 (stereo unspecified),i,0.8
CCc1nc2ccc(C(=O)NCCCn3ccnc3)cn2c1N(C)Cc1ccc(Cl)cc1,i,0.4
O=C(C1=NOC2(C1)C(=O)Nc1ccccc12)N1CCCCC1 (stereo unspecified),i,0.6
Cc1nc(C(F)(F)F)ccc1C(=O)N1CCC1(C)C(=O)NS(=O)(=O)c1ccc(C#N)cc1 (stereo unspecified),i,1.0
CC1(c2nnnn2Cc2ccccc2)CCC(=O)N1CCOc1ccccc1 (stereo unspecified),i,1.2
COC(=O)c1sc(N)nc1CCNC(=O)OC(C)(C)C,i,1.7
CC1=C(C(=O)N(C(C)C)C(C)C)CC(CC(=O)NC2CCCC2)C(=O)N1CCC1=CCCCC1 (stereo unspecified),i,1.3
CN1CCN(C2CN(Cc3cn(Cc4ccc(Cl)cc4)nn3)S(=O)(=O)C2)CC1 (stereo unspecified),i,1.0
COc1ccc(C(NC(=O)C2CCN(CCOc3ccc(Cl)cc3Cl)CC2)c2ccccc2C)cn1 (stereo unspecified),i,0.9
COc1ccc(-c2ccc(C(=O)NC(C)C)c3occc23)c(C)c1,i,0.4
CCCCNC(=O)C1(C)CCN1Cc1ccc(C(=O)OCC)cc1 (stereo unspecified),i,0.7
CC[C@@H](NC(=O)[C@@H](Cc1ccccc1)NC(=O)CC[C@H]1O[C@@H](n2ccc(=O)[nH]c2=O)[C@H](O)[C@@H]1O)c1ccccc1,i,1.7
COCCNC(=O)C1(C)CCCN(C(=O)c2cccnc2SC)C1 (stereo unspecified),i,1.2
Cc1nc(CN(C)c2ncnc3ccc(-c4ccc5c(c4)OCO5)cc23)cs1,i,1.1
CCOC1=C2CN(S(=O)(=O)c3ccc(C)cc3)C(c3ccc(CC)cc3)CC2N(S(=O)(=O)c2ccc(C)cc2)C(c2ccc(CC)cc2)C1 (stereo unspecified),i,2.5
Cc1c(C(=O)NCc2ccc3c(c2)OCCO3)sc(=O)n1Cc1ccccc1C(F)(F)F,+,7.8*
CCOC1=C2[C@@H](CN(S(=O)(=O)c3ccc(C)cc3)[C@H]2c2ccccc2)[C@H]2C(=O)N(c3ccccc3)C(=O)[C@H]2C1,i,0.6
O=S1(=O)CC(N2CCSCC2)CN1Cc1cn(Cc2ccc(C(F)(F)F)cc2)nn1 (stereo unspecified),i,0.6
OC(c1ccccc1)c1ncc(-c2cccc(OCc3ccccc3)c2)[nH]1 (stereo unspecified),i,0.7
COC[C@H]1CCCN1c1ccc2c(c1)O[C@@H](COCc1ccccc1)CN([C@@H](C)c1ccccc1)S2(=O)=O,i,1.1
NC(CCc1ccccc1)c1csc(Nc2cnccn2)n1 (stereo unspecified),i,1.8
CCCCn1nnnc1C(c1ccccc1)N1CCN(c2ncccn2)CC1 (stereo unspecified),i,0.7
CN(C)c1ccc(C=C(C#N)C(=O)c2ccccc2)cc1Br,i,0.7
O=C(c1[nH]c(C(F)(F)F)nc1-c1ccccc1)N1CCN(c2ccccc2)CC1,?,nt
O=C1C=C(OCCF)CC(c2ccc(Br)cc2)O1 (stereo unspecified),i,1.6
CC(=O)C1=CCC(c2ccccc2)N(S(=O)(=O)c2ccc(Cl)cc2)C1 (stereo unspecified),i,1.6
Cc1ccc(S(=O)(=O)NC(=O)C2(C)CCN2C(=O)c2cccc(F)c2)cc1 (stereo unspecified),i,1.7
COc1ccc(C(N)c2csc(Nc3ccc(C(F)(F)F)cn3)n2)cc1 (stereo unspecified),i,0.7
COc1cc(OC)cc(C2=Cc3ccccc3C(CC(=O)c3ccco3)N2c2ccc(-c3ccc(C(N)=O)cc3)cc2)c1 (stereo unspecified),i,1.2

# Brought forward from above: seven entries, followed by the next part.
structure,Myeloid diff 2,Myeloid diff 2 GFP+ MAC1+ %
CN(C)c1ccc(C=C(C#N)C(=O)c2ccccc2)cc1Br,i,0.7
O=C(c1[nH]c(C(F)(F)F)nc1-c1ccccc1)N1CCN(c2ccccc2)CC1,?,nt
O=C1C=C(OCCF)CC(c2ccc(Br)cc2)O1 (stereo unspecified),i,1.6
CC(=O)C1=CCC(c2ccccc2)N(S(=O)(=O)c2ccc(Cl)cc2)C1 (stereo unspecified),i,1.6
Cc1ccc(S(=O)(=O)NC(=O)C2(C)CCN2C(=O)c2cccc(F)c2)cc1 (stereo unspecified),i,1.7
COc1ccc(C(N)c2csc(Nc3ccc(C(F)(F)F)cn3)n2)cc1 (stereo unspecified),i,0.7
COc1cc(OC)cc(C2=Cc3ccccc3C(CC(=O)c3ccco3)N2c2ccc(-c3ccc(C(N)=O)cc3)cc2)c1 (stereo unspecified),i,1.2
CC1(C(=O)NS(=O)(=O)c2ccccc2Cl)CCN1C(=O)CC(c1ccccc1)c1ccccc1 (stereo unspecified),i,0.3
O=C(NCCN1CCC(n2c(=O)[nH]c3ccccc32)CC1)c1ccccc1Cl,i,1.2
O=C(Nc1ccc(F)c(Cl)c1)c1ccc2nc([C@@H]3O[C@H](CO)[C@H](O)[C@H](O)[C@H]3O)[nH]c2c1,i,1.5
Cc1ccc(S(=O)(=O)NC(=O)C2(C)CCN2C(=O)C2(c3ccc(Cl)cc3)CCC2)cc1 (stereo unspecified),i,0.9
CC(=O)NC(c1ccccc1)c1nc(-c2ccc(Cl)cc2)cs1 (stereo unspecified),i,1.3
CCOC(=O)C1=CCC2C(=O)N(C3CCCCC3)C(=O)C12 (stereo unspecified),i,1.8
CCCS(=O)(=O)NC(=O)C1(C)CCN(C(=O)Cc2ccc3ccccc3c2)C1 (stereo unspecified),i,1.2
COc1ccc(C(C(=O)NC(C)(C)C)n2c(-c3ccc(=O)[nH]c3)nc3ccccc32)cc1 (stereo unspecified),i,1.8
CCCNC(=O)C1(C)CCN(C(=O)c2ccc3ccccc3c2)C1 (stereo unspecified),i,2.5
CC(C)NC(=O)C1(C)Cc2c(-c3ccc(N(C)C)cc3)ccnc2O1 (stereo unspecified),i,0.8
Nc1[nH]c(C(=O)c2ccccc2)c(-c2ccccc2Cl)c1C(=O)c1ccccc1,i,1.2
C=CCOc1cccn2c(N(C)C(=O)c3ccc(OC)cc3)c(CC)nc12,i,1.3
CCOC(=O)C1=CCN(S(=O)(=O)c2ccccc2C(=O)OC)C1c1ccc(Cl)cc1 (stereo unspecified),i,1.2
O=C(NCc1cccnc1)c1[nH]c(C(F)(F)F)nc1-c1ccccc1,i,1.8
O=C1NC[C@@H](CCCCN2CCN(CCC3CCCCC3)C(=O)C2=O)N(Cc2ccccc2)C1=O,i,1.0
CC1(C(=O)NS(=O)(=O)c2ccc(Cl)cc2)CCN1C(=O)c1cccc(F)c1 (stereo unspecified),i,0.7
COc1ccc(S(=O)(=O)NC(=O)C2(C)CCN2C(=O)C(C)(C)c2ccccc2)cc1 (stereo unspecified),i,1.6
COc1ccccc1Cc1c(-c2cccc(Cl)c2)nc2c(C)cc(Br)cn12,i,1.2
O=C(NCc1ccccc1)c1cc(C2CCCCN2S(=O)(=O)c2cccs2)on1 (stereo unspecified),i,0.5
CC1(C(=O)NCCC(F)(F)F)Cc2c(-c3cccc(C(N)=O)c3)ccnc2O1 (stereo unspecified),i,0.4
O=C(NC1CCCC1)C(c1ccco1)N1CCC(O)(c2ccc(Cl)cc2)CC1 (stereo unspecified),i,0.8
CCOC(=O)N1CCN(C(=O)C[C@@H]2C[C@@]3(C(=O)OC)CCCCC=C3N(Cc3ccc(Cl)cc3Cl)C2=O)CC1,i,1.8
NC(=O)c1cccc(Nc2nc(C(N)Cc3ccc(C(F)(F)F)cc3)cs2)n1 (stereo unspecified),i,2.2
COCCNC(=O)C1(C)CCCN(Cc2ccc(-c3ccccc3)o2)C1 (stereo unspecified),i,0.7
COc1ccccc1Cc1c(-c2cccc(Br)c2)nc2ccc(Cl)cn12,i,1.5
CC1(C(=O)NS(=O)(=O)c2ccccc2)CCN1C(=O)Cc1ccccc1Cl (stereo unspecified),i,0.7
CCc1nc2ccc(C(=O)N3CCN(S(=O)(=O)CC)CC3)cn2c1N(CC)CCOC,i,0.8
CC(C)C[C@@H](CN1CCC[C@@H]1CN1C(=O)C(=O)NC[C@@H]1Cc1ccccc1)N1C[C@H](Cc2ccccc2)N(CC2CCCCC2)C(=O)C1=O,i,0.6
CSc1ncccc1C(=O)N1CCC1(C)C(=O)NC(C)C (stereo unspecified),i,1.3
CC1(C(=O)NS(=O)(=O)c2cccc(F)c2)CCN1C(=O)Cc1cccs1 (stereo unspecified),i,1.7

# More results.
Compound,Myeloid diff 2,Myeloid diff 2 GFP+ MAC1+ %
O=C1NC[C@H](CCCCN2C[C@H](Cc3ccc(O)cc3)N(Cc3ccccc3)C(=O)C2=O)N(CCc2ccccc2)C1=O,i,0.6
COc1ccc(C(=O)c2[nH]c(N)c(C(=O)NCCc3c[nH]c4ccccc34)c2-c2ccc(Cl)cc2)cc1,i,1.1
CC1(C(=O)NS(=O)(=O)c2cccs2)CCN1C(=O)c1ccco1 (stereo unspecified),i,0.7
CC1(C(=O)NC2CCCC2)CCC(=O)N1CCOc1ccccc1 (stereo unspecified),i,0.8
Cc1ccsc1CNC(=O)C1(C)CCN1C(C)C (stereo unspecified),i,0.8
CC(C)(C)S(=O)N1Cc2cc(C(=O)N3CCOCC3)nc(-c3cccc(Br)c3)c2[C@H]1CCO (stereo partly specified),i,1.1
COc1ccc(C(=O)N2CCC2(C)C(=O)NC(C)C)cc1 (stereo unspecified),i,1.6
COc1cc(NC(=O)c2cc(-c3ccc(F)cc3OC(C)C)n[nH]2)cc(OC)c1OC,i,0.6
CN1CCN(C(=O)c2cccc3c(-c4ccc(F)c(F)c4)coc23)CC1,i,0.3
O=C1NC[C@H](CCCCN2C[C@H](Cc3ccc(O)cc3)N(CCc3ccccc3)C(=O)C2=O)N(CC2CCCCC2)C1=O,i,1.6
O=C(NCCCN1CCOCC1)c1ccccc1N1C(=O)[C@@H]2Cc3c([nH]c4ccccc34)C(c3ccccc3)N2C1=O (stereo partly specified),?,nt
CN1NC(c2ccccc2)NN(C)C1=O,?,nt
CC(=O)NC(c1ccc(F)c(F)c1)c1nc(-c2ccncc2)cs1 (stereo unspecified),i,1.3
COC(=O)[C@@]12C[C@@H](CC(=O)N3CCN(C(=O)C4CC4)CC3)C(=O)N(Cc3ccc4c(c3)OCO4)C1=CCC(C)(C)C2,i,4.3
CCOC(=O)C1=CCN(S(=O)(=O)c2ccccc2Br)C1c1ccc(Cl)c(Cl)c1 (stereo unspecified),i,1.2
COc1cc(OC)cc(C2=Cc3ccc(OC)cc3C(CC(C)=O)N2c2ccc(-c3cccs3)cc2)c1 (stereo unspecified),i,1.1
Cc1ccc(NC(=O)C2(C)CCN2C(=O)Cc2ccccc2)cc1C (stereo unspecified),i,0.7
Cc1ccc(CN2C(=O)c3ccccc3C2c2nnnn2-c2ccc3c(c2)OCCO3)cc1 (stereo unspecified),i,0.5
CCOC(=O)[C@]12CCC=C1N(Cc1cccc3ccccc13)C(=O)[C@H](CC(=O)N1CCC(c3ccccc3)CC1)C2,i,1.1
Cc1ccc(Nc2nc(N)nc(N)c2N=O)cc1C,i,5.4
O=C1N2CCCCC1(c1ccccc1)CCCC2,i,1.1
COc1cc(OC)cc(-c2c(Sc3ccccc3)c3cc(-c4ccc(OC)c(OC)c4)ccc3n2C)c1,i,1.6
NC(c1ccc(F)c(F)c1)c1nc(-c2cncnc2)cs1 (stereo unspecified),i,1.6
Cc1cccc(C)c1NC(=O)C1c2ccccc2OCC(=O)N1CCCN1CCOCC1 (stereo unspecified),i,1.0
CCCCN(C=O)c1c(CC)nc2c(OCC(=O)C(C)(C)C)cccn12,i,1.3
O=C(Nc1cccc(S(=O)(=O)C(F)(F)F)c1)[C@@H]1O[C@H](CO)[C@@H](O)[C@H]1O,i,0.9
O=C(c1[nH]c(C(F)(F)F)nc1-c1ccccc1)N1CCc2c([nH]c3ccccc23)C1,i,0.8
Cc1cc2oc(=O)cc(CN3CCN(c4ccc(Cl)c(Cl)c4)CC3)c2cc1Cl,i,1.0
CCCS(=O)(=O)NC(=O)C1(C)CCN1C(=O)Cc1ccc(-c2ccccc2)cc1 (stereo unspecified),i,1.4
COc1ccc(-c2oc3c(c2C#CC2(O)CCCCC2)C(OC)CCC3)cc1 (stereo unspecified),i,0.5
O=C(NC1CCCC1)C(C1CC1)n1c(-c2cc3ccccc3[nH]2)nc2ccccc21 (stereo unspecified),i,3.6
COc1ccc(CN2C(=O)C(CC(=O)NCCCN(C)C)CC(C(=O)N3CCOCC3)=C2C)cc1 (stereo unspecified),i,0.8
CCNC(=O)C1(C)CCCN(C(=O)CCc2cccs2)C1 (stereo unspecified),i,1.4
CCCCCCCCCc1conc1C(=O)CP(=O)(OC)OC,i,1.2
Cn1c(=O)c2cc(NC(=O)CCc3ccc(O)cc3)ccc2n1Cc1cccc(C(F)(F)F)c1,+,7.8*
CCc1nc2ccc(C(=O)N(CC)CCN(C)C)cn2c1N(C)C(=O)c1cccc(OC)c1,i,1.3

# Ordered by the number under Myeloid diff 2 GFP+ MAC1+ % (descending): some entries from above.
SMILES	Myeloid diff 2 GFP+ MAC1+ %
CCc1nc2ccc(C(=O)N(CC)CCN(C)C)cn2c1N(C)C(=O)c1cccc(OC)c1	1.3
CCCCCCCCCc1conc1C(=O)CP(=O)(OC)OC	1.2
Cc1cccc(C)c1NC(=O)C1c2ccccc2OCC(=O)N1CCCN1CCOCC1 (stereo unspecified)	1.0
O=C(c1[nH]c(C(F)(F)F)nc1-c1ccccc1)N1CCc2c([nH]c3ccccc23)C1	0.8

# Screens deposited in PubChem by NMMLSC.

# Not all compounds are listed (hit frequency here may not be typical).
